# Assay outcomes as filed in PubChem BioAssay.
# HEK293 viab: GF-AFC viability counterscreen for inhibitors of alpha-synuclein gene (SNCA) expression; Potency, µM (top dose mostly 57.1 µM), inactives show at the highest dose activity change, negative = cytotoxicity, usual class: cytotoxic; 150,000 compounds, 0.12% hits; HEK-293-SNCA-luc viability, GF-AFC fluorescence, 24 h; AID 1671193, 2021;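 note: potency is the fitted concentration of half-maximal effect; 0% = DMSO-treated cells and -100% = medium-only wells without cells; nearly all actives have a fitted effect of over 30% in size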
#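 HEK-293-SNCA-luc cells (1500/well) plated 24 h, then exposed 24 h to a dilution series; GF-AFC added 30 min at 37C, fluorescence 405/540 nm; normalised to medium-only and DMSO wells, Hill fit.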
# GPT2 inhibitor: Primary qHTS assay for inhibitors of Glutamate pyruvate transaminase 2 (GPT2); 100,000 compounds, 0.25% hits; Potency, µM (titrated, usually from 57.7 µM), for inactives: at the highest dose activity change, negative = inhibition, most hits filed as inhibitors; Alanine aminotransferase 2 (Homo sapiens), Q8TD30; Recombinant GPT2, coupled pyruvate oxidase/HRP Amplex Red fluorescence; AID 1671188, 2021; note: potency is the fitted concentration of half-maximal effect; nearly all actives have a fitted effect of over 60% in size; many of its hits are not listed in these tables
#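 GPT2 10ng/uL, a-KG 250uM, L-Ala 2mM, HEPES pH7.5 + 0.0001% Tween; 30 min RT. Then Amplex mix (PO/HRP/ThPP), 30 min RT dark, fluorescence. AOA 50uM used as positive control.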
# FLuc inh: Firefly luciferase inhibition profiling of diverse chemical library using quantitative high-throughput screening; Luciferin 4-monooxygenase (Photinus pyralis), P08659; purified P. pyralis luciferase, luminescence, biochemical; 76,000 compounds, 2.5% hits; Potency, µM (top dose mostly 115 µM), for inactives: at the highest dose activity change, negative = inhibition, hits mostly inhibitors; note: potency is the fitted concentration of half-maximal effect; nearly all actives have a fitted effect of over 65% in size
# Target sequence (P08659 whole entry, looked up): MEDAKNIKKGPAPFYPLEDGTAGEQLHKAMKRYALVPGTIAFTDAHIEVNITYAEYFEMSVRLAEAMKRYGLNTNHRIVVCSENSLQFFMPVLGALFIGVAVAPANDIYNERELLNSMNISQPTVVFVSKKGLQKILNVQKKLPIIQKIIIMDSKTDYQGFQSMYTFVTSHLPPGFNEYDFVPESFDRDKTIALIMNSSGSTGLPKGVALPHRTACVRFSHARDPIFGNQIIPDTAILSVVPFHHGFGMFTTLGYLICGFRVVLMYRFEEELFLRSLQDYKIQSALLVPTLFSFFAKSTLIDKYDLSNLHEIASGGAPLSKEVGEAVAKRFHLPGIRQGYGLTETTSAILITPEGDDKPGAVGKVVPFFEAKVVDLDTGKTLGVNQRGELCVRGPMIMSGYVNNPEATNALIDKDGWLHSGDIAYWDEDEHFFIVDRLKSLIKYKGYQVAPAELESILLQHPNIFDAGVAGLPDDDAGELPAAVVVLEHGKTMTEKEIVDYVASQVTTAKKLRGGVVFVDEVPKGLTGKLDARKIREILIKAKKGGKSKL
#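 Purified P. pyralis luciferase (10nM final) in 50mM Tris acetate pH 7.5, 10mM Mg acetate, 0.01% Tween-20, 0.05% BSA with 10uM D-luciferin and 10uM ATP. Compounds titrated qHTS. Luminescence imaged on CCD.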
# SNCA expr inhib: Primary qHTS assay for inhibitors of alpha-synuclein gene (SNCA) expression; HEK-293 SNCA-luciferase knock-in, luminescence, 24 h; AID 1671194, 2021; 140,000 compounds, 0.17% hits; Potency, µM (highest dose often 57.2 µM), for inactives: top-dose activity change, negative = inhibition, actives largely listed as inhibitors;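 note: potency is the fitted concentration of half-maximal effect; plate controls were DMSO cells for no effect and cell-free wells for full effect; nearly all actives have a fitted effect of over 45% in size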
# IP6K1 inhibitor: Primary qHTS assay for small molecule inhibitors of Inositol hexaphosphate kinase 1 (IP6K1). activity change, % (series mostly up to about 58 µM). 140,000 compounds, 0.81% hits. Inositol hexakisphosphate kinase 1 (Homo sapiens), Q92551. IP6K1 kinase, ADP-Glo luminescence, 2 h; active compounds read low. AID 1645851, 2021; in the data active = activity change below about -25%
# Target sequence (Q92551 whole entry, looked up): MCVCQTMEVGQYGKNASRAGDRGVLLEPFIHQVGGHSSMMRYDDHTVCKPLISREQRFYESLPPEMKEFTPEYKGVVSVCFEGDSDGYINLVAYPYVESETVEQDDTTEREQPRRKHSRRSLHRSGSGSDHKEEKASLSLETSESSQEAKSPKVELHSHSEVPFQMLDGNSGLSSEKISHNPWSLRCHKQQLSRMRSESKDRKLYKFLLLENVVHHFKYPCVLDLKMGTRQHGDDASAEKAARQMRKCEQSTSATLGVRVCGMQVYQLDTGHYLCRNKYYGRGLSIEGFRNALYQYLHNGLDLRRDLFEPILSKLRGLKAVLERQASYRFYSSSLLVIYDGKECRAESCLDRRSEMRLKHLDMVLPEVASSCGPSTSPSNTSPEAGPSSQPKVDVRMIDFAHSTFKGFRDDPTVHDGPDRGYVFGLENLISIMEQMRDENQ
#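 ADP-Glo luminescence measures ADP made by human IP6K1 during a 2 h RT reaction with ATP/IP6 (mix at 1.3 mM/130 uM); top library doses 57.5 and 19.1 uM final.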
# HEK cytotox: Cytotoxic Profiling in HEK 293 Cell Line of Diverse Libraries Using Quantitative High-Throughput Screening | 94,000 compounds, 6.6% hits | HEK 293 viability, ATP luminescence (CellTiter-Glo), 48-72 h | Potency, µM (series often up to 115 µM), for the others: at the top dose activity change, negative = cytotoxicity, actives largely listed as inhibitors; note: potency is the fitted concentration of half-maximal effect; nearly all actives have a fitted effect of over 60% in size
#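 Cytotoxicity was scored by loss of ATP-coupled luminescence (CellTiter-Glo) in HEK 293 cells. Compound treatment ran 48 or 72 hr at 37 degree Celsius, 5% CO2, 95% humidity.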
# 3T3 cytotox: Cytotoxic Profiling in NIH 3T3 Cell Line of Diverse Libraries Using Quantitative High-Throughput Screening. NIH 3T3 viability, CellTiter-Glo ATP luminescence, 48-72 h. Potency, µM (series often up to 96.7 µM), for the others: top-dose activity change, negative = cytotoxicity, usual class: inhibitors. 94,000 compounds, 4.3% hits; note: potency is the fitted concentration of half-maximal effect; nearly all actives have a fitted effect of over 55% in size
#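 First NIH 3T3 cells are plated at 400 cells/well; next compound is pinned in; then plates incubate 48 or 72 hr at 37 °C; finally CellTiter-Glo is added and luminescence read after 10 min.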
# Active calls of the source: *; i = inactive; ? = inconclusive; · = not tested or not shown; & = joins results of further samples; [ ] = remark or other dose. Unless noted, calls come from the whole dose curve; as a rule, active = well fitted curve in the direction sought with a large enough effect; inconclusive = small, poorly fitted or top-dose-only effect, or another doubt; inactive = no such curve, though single readings can be large; an effect the other way counts as inactive or inconclusive. Unless noted, % is set by controls: 0 for no effect and ±100 for the full control effect.
SMILES	HEK293 viab	GPT2 inhibitor	FLuc inh	SNCA expr inhib	IP6K1 inhibitor	HEK cytotox	3T3 cytotox
COc1ccccc1NC(=O)Cn1c(=O)n(CC(=O)NCc2ccccc2Cl)c(=O)c2sccc21	6%	·	·	4%	20	·	·
CCN(C(=O)Cn1c(=O)nc(-c2ccccc2)c2cc(Cl)ccc21)c1cccc(C)c1	-2%	·	·	18%	10	·	·
NCCC(=O)N1CCC(n2nccc2NC(=O)Nc2ccccc2Cl)CC1	-4%	3%[11.5 µM]	0%	-2%	22	2%	i
CCCc1noc(-c2ccn3c(CNC(=O)c4cccc(Cl)c4)nnc3c2)n1	-10%	3%	6%	?	20	i	4%
CCc1ccc(CNC(=O)c2cnc3sc4cc(OC)ccc4n3c2=O)cc1	1%	·	·	-7%	6	·	·
CC(C)c1nc(CN(C)C(=O)N[C@H](C(=O)N[C@@H](Cc2ccccc2)C[C@H](O)[C@H](Cc2ccccc2)NC(=O)OCc2cncs2)C(C)C)cs1	?	-2%	·	-38%[25.6 µM]	5&15	·	·
Cc1cccc(OCCc2noc(C3CCNC3)n2)c1 (stereo not given)	-1%[12.5 µM]	i	5%	10%	2	?	-22%
O=C1N(CC2CC2)CCOC12CCN(Cc1ccc(F)c(Cl)c1)CC2	-4%[87.6 µM]	2%[88.5 µM]	2%[172 µM]	9%[87.6 µM]	-3	?	-29%[138 µM]
CS(=O)(=O)N1CCC(Cc2ccc(C(=O)NCCc3ccccc3)cc2)CC1	4%	-4%	·	31%	13	11µM*	?
COc1ccccc1CNC(=O)CN1C(=O)COc2ccc(S(=O)(=O)NC3CCCC3)cc21	?	·	·	-10%	10	·	·
CO[C@@]1(NC(=O)CSCC#N)C(=O)N2C(C(=O)O)=C(CSc3nnnn3C)CS[C@@H]21	7%	4%	·	3%	-9	·	·
CN1CC(=O)N(C2CCCNCC2)Cc2c1ncnc2N1CCc2ccccc2C1 (stereo not given)	-2%	-9%	·	54%[activator]	-4	1%	-10%
CCCCCCCCOc1ccccc1C(=O)Nc1ccc(C(=O)OCC[N+](C)(CC)CC)cc1	?	1%&1%	·	9%[25.6 µM]	-37*	·	·
Cc1cccc(C)c1NC(=O)c1ccc(N)cc1	-18%[23.9 µM]	i	·	-35%[25.6 µM]	6	·	·
COc1ccc(NC(=O)c2ccc(Cn3ccn4nc5c(c4c3=O)CCCC5)cc2)cc1OC	-26%	1%	-13%	42%[activator]	-1	?	?
OCc1cccc(-c2ccc3ncc(Nc4cccnc4)n3n2)c1	11%[87.6 µM]	?	2%[172 µM]	-20%[87.6 µM]	-10	-10%[172 µM]	?
Cc1ccc(C(=O)NC2=NC(c3ccc(C)cc3)CC(=O)N2)cc1 (stereo not given)	-1%	·	·	-2%	-26*	·	·
COCCn1c(C)cc(O)c(C(c2ccc(OC)cc2)N2CCN(c3ccccc3)CC2)c1=O (stereo not given)	1%	·	·	-14%	2	·	·
O=C1[C@H]2CN(Cc3ccc(F)cc3)C[C@H]2C(=O)N1CCN1CCc2ccccc2C1	-22%	-16%	-10%	-2%	8	?	-15%
O=C1CC2CCN(Cc3c[nH]c4ccccc34)CC2CCN1 (stereo not given)	-13%[87.6 µM]	3%[88.5 µM]	·	6%[87.6 µM]	-5	i	0%[138 µM]
O=C(c1ccco1)N1CCC(N2CC3(CCCC3)C2c2ccccc2)CC1 (stereo not given)	-5%	-10%	·	-12%	10	?	?
COc1ccccc1N1CCN(C(=O)C[C@@H]2C[C@@H](C(C)C)[C@H](CC#N)C=C2C)CC1	-25%[87.6 µM]	-4%[88.5 µM]	4%[172 µM]	-8%[87.6 µM]	21	35µM*	?
CNC(=O)[C@@H]1CN(C(=O)Cn2c(=O)oc3ccccc32)C[C@H]1COC	8%	i	-6%	11%	7	-4%	i
CCOC(=O)C1CCCN(C(=O)c2ccc3oc(-c4cccnc4C)nc3c2)C1 (stereo not given)	10%	?	·	-6%	11	?	?
CC(NC(=O)c1ccc2c(c1)N(Cc1cccc(F)c1)C(=O)c1ccccc1S2)c1ccccc1 (stereo not given)	-6%	·	·	-10%	2	·	·
CCOC(=O)[C@H]1[C@@H](O)C(=O)N(Cc2ccccc2)C12CCN(C(=O)C1CCCCC1)CC2	·	·	·	·	-2	-2%	?
Cc1nc(-c2cn(C3CCCN(C(=O)c4sccc4C)C3)nn2)no1 (stereo not given)	-1%	1%	-3%	-9%	0	7%	-3%
O=C(Nc1ccc2[nH]ccc2c1)C1=NO[C@@H]2CN(c3ccccn3)C[C@H]12	0%[87.6 µM]	-3%[88.5 µM]	-29%[172 µM]	10%[87.6 µM]	-19	?	-28%[138 µM]
CC(C)CN1C(=O)c2cccn2CC1C(=O)NCC1CC1 (stereo not given)	0%	i	1%	52%[activator]	5	i	i
Cc1ccc2nc(Cl)c3cc(C(=O)NCCCN(C)Cc4ccccc4)sc3c2c1	3%	·	·	-6%	22	·	·
CC(=O)Nc1ccc2nc(SCCOc3ccc(C)cc3)sc2c1	0%	·	·	43%[activator]	-1	·	·
O=C1NCCN1C1CCN(Cc2cccnc2)CC1	4%[87.6 µM]	4%[88.5 µM]	·	1%[87.6 µM]	1	-1%[172 µM]	i
O=C1NCCN(Cc2ccccc2)C1CC(=O)N1CCN(c2ccccc2)CC1 (stereo not given)	2%	-7%	3%	-2%	8	-9%	-1%
O=C(Cc1cccc(Cl)c1)N1CCC2(CC1)CC(O)CCO2 (stereo not given)	13%	0%	3%	-2%	0	-19%	-11%
COc1ccc(NC(=O)Cn2c(N(C)Cc3ccccc3)nc(C)cc2=O)cc1Cl	-19%	4%	4%	?	9	?	?
C[C@H]1O[C@H](O[C@H]2[C@H](O)[C@@H](O)[C@@H](O[C@H]3[C@H](O)[C@@H](O)C(O)O[C@H]3CO)O[C@H]2CO)[C@H](O)[C@@H](O)[C@H]1N[C@H]1C=C(CO)[C@@H](O)[C@H](O)[C@@H]1O (stereo not given in full)	-11%	i	·	2%	·	·	·
Cc1ccc(-n2ncc3c(N(C)C)ncnc32)cc1Cl	7%	·	·	23%	23	·	·
Cc1ccc(C)c(NC(=O)Nc2nnc(N(CC(C)C)CC(C)C)s2)c1	7%	·	·	0%	-1	·	·
CCn1c(C)c(C)c2cc(C(=O)N3CCN(c4cccc(C)c4C)CC3)ccc21	-11%	·	·	?	6	·	·
COC1CN(c2cccc(F)c2)C12CCN(C(=O)c1sc(C)nc1C)CC2 (stereo not given)	4%	1%	10%	-11%	-9	?	-3%
CCOCC(=O)N1CCc2n[nH]c(=O)n2CC1	18%	i	-9%	0%	1	-1%	4%
O=C(NC(C(=O)N1CCCCC1)C1CCN(C(=O)c2ccc(Cl)cc2)CC1)c1ccccc1 (stereo not given)	2%	-13%	-3%	-7%	5	-15%	?
COc1ccc(-c2cnc([C@@H]3COCCN3Cc3ccc(NC(C)=O)cc3)[nH]2)cc1	-4%[87.6 µM]	4%[88.5 µM]	-8%[172 µM]	10%[87.6 µM]	13	i	-8%[138 µM]
O=C(CCc1cc2ccccc2[nH]c1=O)N1CCCCC1	5%	1%	?	68%[activator]	21	-3%	i
O=C([C@H]1C[C@H](Oc2cccnc2)CN1C(=O)NC1CCCCC1)N1CCOCC1	-1%	i	9%	?	36	-1%	-7%
C=CCc1ccccc1OCCN(C)Cc1nc(C)ccc1O	-1%	-5%	2%	-18%	1	?	?
CC(=O)N1C[C@@H](C(=O)NCCc2c(C)noc2C)[C@H](c2nc(C)no2)C1	-6%	4%	-2%	10%	12	-26%	0%
C[C@H]1CN(S(=O)(=O)c2cccc(F)c2)C[C@@H]1c1nc(-c2ccccc2)no1	9%	i	-8%	9%	9	?	?
COc1cccc(Nc2ncc3c(n2)C(C)(C(=O)NCC2CC2)CC3)c1 (stereo not given)	?	-25%[88.5 µM]	-19%[172 µM]	-22%[87.6 µM]	-10	50µM*	?
O=C(Nc1ccc2nn(-c3ccccc3)nc2c1)c1cc2ccccc2o1	7%	·	·	10%	-14	·	·
C/C=C/C=C/C(CC(=O)O)Nc1ccc(C=O)cc1 (stereo not given)	0%	i	·	·	-11	·	·
Cn1cc(-c2cc3c(ccn3C)c(C(=O)NCCc3cnc[nH]3)n2)cn1	5%[87.6 µM]	-24%[88.5 µM]	?	7%[87.6 µM]	19	-10%[172 µM]	?
COc1ccc(N2CC(C(=O)NCc3nnnn3-c3ccc(C)c(C)c3)CC2=O)cc1 (stereo not given)	2%	·	·	23%	19	·	·
Cc1cnccc1NCCNc1ncncn1	5%	i	14%	15%	-5	-3%	5%
COc1cccc(NC(=O)Cc2c[nH]c3ncc(-c4cccnc4OC)cc23)c1	?	?	2%[172 µM]	-14%[87.6 µM]	-12	50µM*	28µM*
CCOc1ccccc1C1C(C(=O)N2CCCCC2)=C(C)Nc2nc3ccccc3n21 (stereo not given)	7%	·	·	12%	-14	·	·
COc1cc(CNc2ccc3[nH]c(=O)[nH]c3c2)cc(Br)c1OCc1ccccc1F	2%	·	·	30%	18	·	·
CN1CC2(CCN(C(=O)c3ccncc3)CC2)CC1C(=O)N1CCOCC1 (stereo not given)	3%	4%	·	9%	-5	-3%	0%
CC(C)c1nccn1CCCNC(=O)c1ccc(-c2ccc(F)cc2)nc1	?	2%	4%	4%	-5	?	-21%
COc1ccc(-c2noc(CCCC(=O)NCCc3noc(-c4ccccc4)n3)n2)cc1OC	-19%	i	·	14%	-6	?	?
Cc1ccc([S+](=O)([O-])N2CCCC2C(=O)N2CCC(N3Cc4cccn4C3=O)CC2)cc1 (stereo not given)	-7%	1%	·	-5%	4	-6%	?

# Some values from the results shown.
# For HEK cytotox, `CC(=O)N1C[C@@H](C(=O)NCCc2c(C)noc2C)[C@H](c2nc(C)no2)C1` is listed with -26%
# For IP6K1 inhibitor, `COc1ccc(N2CC(C(=O)NCc3nnnn3-c3ccc(C)c(C)c3)CC2=O)cc1` (stereo not given) is listed with 19

# Some of the compounds tested; the hit share may differ from the screen's.
